Tb hexokinase: T. brucei hexokinase 1 inhibition; 220,000 compounds, 0.11% hits; AID 1430; recombinant TbHK1, G6PDH-coupled NADH A340; inhibition, % at 10 µM;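 active means inhibition of 50% or more in the single-dose primary screen; inactive means inhibition below 50%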
thrombin 1536: blocks human thrombin protease activity; P00734; alpha-thrombin, Boc-VPR-AMC fluorogenic substrate cleavage; inhibition, % at 5 µM; 220,000 compounds, 0.26% hits; AID 1046;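 active means inhibition at or above 40%; inactive means inhibition below 40%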;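 further: 0% = enzyme with no compound and 100% = wells without enzyme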
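System – human alpha-thrombin · Medium – pH 7.5 Tris (50 mM) with NaCl 150 mM, Tween 20 0.05% · Compound – single-point dosing at 5 µM, 0.2% DMSO · Incubation – enzyme reaction carried out at room temperature · Technique – fluorescence of released AMC, ex 355 nm, em 460 nm · Read-out basis – % inhibition of thrombin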
Calpain2 inh: inhibitors of pig calpain II; purified calpain II, fluorogenic peptide substrate, 30 min; 220,000 compounds, 0.37% hits; AID 1236; inhibition, % at 16 µM;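 active means inhibition above about 50%, limit read from the data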
Furin inh: blocks human furin protease activity; purified furin, fluorogenic substrate cleavage; inhibition, % at 30 µM; 220,000 compounds, 0.061% hits; P09958; AID 463115; in the data active means inhibition above about 25%; further: inactives centre near -15
KCC2 mod: modulators of human KCC2 chloride dependent transport; Q9H2X9; KCC2 cells, thallium flux FluoZin-2 fluorescence; B-score of Tl+ flux slope (higher = more flux/activation; lower = inhibition) at 10 µM; 190,000 compounds, 2.2% hits; AID 1456;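 active means thallium flux slope and its plate-corrected score both differing from the plate sample mean at a set confidence after two filtering rounds, in either direction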;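 further: slope of fluorescence scaled to starting intensity during 10 to 20 s after thallium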
PPC-1+TRAIL kill: compounds killing PPC-1 cancer cells with TRAIL present (potentiator screen, no TRAIL-free arm) | cell killing (% activity), % at 4 µM | PPC-1 cells + TRAIL, ATPLite viability luminescence | AID 1443 | 220,000 compounds, 0.41% hits;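 active means cell killing above 50% in the first pass at 4 µM, then a duplicate retest at 5 µM averaging 50% or more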;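 further: plate controls were cells with TRAIL plus DMSO for no effect and medium-only wells lacking cells for full effect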
TRPML3 agonist: agonists of human TRPML3 channel; Q8TDD5; HEK293 TRPML3-YFP, Fluo-8 calcium fluorescence; 100% = the carbachol control signal; activation, % at 3 µM; 220,000 compounds, 0.29% hits; AID 1448;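 active means activation above its plate's cutoff, the mean activation of the plate's test wells plus 3 SD, cut at about 12% in these data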;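 further: 0% = DMSO only wells and 100% = carbachol wells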
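Material: HEK293 cells stably carrying human TRPML3-YFP; compound dosing: single dose, 3 µM final nominal compound, 0.3% DMSO final; incubation: 1-h 37 °C dye load, 5-s basal, 120-s post-compound reads; technique: Fluo-8 intracellular calcium fluorescence, excitation 470-495 nm, emission 515-575 nm; read-out basis: percent activation from peak-to-basal fluorescence ratio, scaled between DMSO and carbachol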
EBV gp42 block: EBV gp42 inhibition; Q1HVG2; Fluorescence polarization binding assay, mP read-out; inhibition, % (tested at 21.74 µM); 220,000 compounds, 0.42% hits; in the data active means inhibition above about 50%
TRPN1 ag: agonists of zebrafish TRPN1 channel; AID 1424; activation, % at 3 µM; 220,000 compounds, 0.18% hits; HEK293 zebrafish TRPN1-YFP, Fluo-8 calcium fluorescence; 100% = response to 87 µM carbachol;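 active means activation above its plate's cutoff, the mean activation of test wells on that plate plus 3 SD, cut at about 19% in these data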;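 further: 0% = DMSO alone and 100% = 87 µM carbachol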
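Material – zebrafish TRPN1-YFP in HEK293 cells · Doses – 3 µM single point · Schedule – dye 1 h 37 °C plus 30 min RT · Signal – Fluo-8 calcium fluorescence, excitation 470-495 nm, emission 515-575 nm · Read-out – % activation versus carbachol response · Control set – carbachol high, DMSO low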
* hit, by the source's call; [ ] = another dose, or the depositor's remark. Outcome played no part in choosing rows; overall some 3.6% were active at least once.

Cc1ccc(-c2nc3cc(NC(=O)C(C)C)ccc3o2)cc1 was read as Tb hexokinase -0.9, thrombin 1536 -9.1, Calpain2 inh -109.1, Furin inh -2.2[20 µM], KCC2 mod -0.558, PPC-1+TRAIL kill 36.0, TRPML3 agonist -0.2, EBV gp42 block -2.2 and TRPN1 ag 1.2.
Cc1cc(C(=O)CCl)c(C)n1CC1COc2ccccc2O1 (centres undefined) was read as Tb hexokinase -1.1, thrombin 1536 -1.0, Calpain2 inh -16.6, Furin inh -26.2, KCC2 mod -1.01, PPC-1+TRAIL kill 24.1, TRPML3 agonist 0.5, EBV gp42 block -13.2 and TRPN1 ag 2.3.
For Fc1ccc(Cn2c(-c3cscn3)nc3ccccc32)c(Cl)c1 the results were Tb hexokinase -0.4, thrombin 1536 -7.1, Calpain2 inh -31.4, Furin inh -15.3[20 µM], KCC2 mod -0.366, PPC-1+TRAIL kill -3.0[5 µM], TRPML3 agonist 0.2, EBV gp42 block -13.2 and TRPN1 ag -1.6.
For N/C(=N\OC(=O)/C=C/c1ccccc1)c1ccncc1 the results were Tb hexokinase -0.9, thrombin 1536 5.1, Calpain2 inh -13.8, Furin inh -19.9, KCC2 mod -0.607, TRPML3 agonist 0.6, EBV gp42 block -0.9 and TRPN1 ag -2.2.
For CCOC(=O)c1cnc2ccccc2c1NCc1ccco1 the results were Tb hexokinase -11.1, thrombin 1536 -3.7, Calpain2 inh 22.6, Furin inh -4.9, PPC-1+TRAIL kill 19.7, TRPML3 agonist -0.6, EBV gp42 block -8.6 and TRPN1 ag -0.9.
`COc1cc(OC)cc(-c2cn[nH]c2N)c1` gave Tb hexokinase 1.1, thrombin 1536 11.7, Calpain2 inh 7.6, Furin inh -10.4, KCC2 mod -1.17, PPC-1+TRAIL kill 9.5, TRPML3 agonist -0.2, EBV gp42 block -4.4 and TRPN1 ag -0.9.
`Cc1ccccc1OCc1nc2ccccc2c(=O)n1NC(=O)c1ccco1` gave Tb hexokinase -2.1, thrombin 1536 3.4, Calpain2 inh 10.9, Furin inh -17.5[20 µM], KCC2 mod 0.0101, PPC-1+TRAIL kill 36.5, TRPML3 agonist 0.7, EBV gp42 block -16.1 and TRPN1 ag -0.2.
For CCN(CC)CCCn1c(=S)[nH]c2ncccc2c1=O the results were Tb hexokinase -24.6, thrombin 1536 4.3, Calpain2 inh -9.8, Furin inh -12.7[20 µM], KCC2 mod 1.21, PPC-1+TRAIL kill 12.4, TRPML3 agonist 0.6, EBV gp42 block -12.8 and TRPN1 ag 0.6.
`CCOC(=O)N1CCN(C(=O)Cc2cccc3ccccc23)CC1` gave Tb hexokinase -10.8, thrombin 1536 -6.5, Calpain2 inh -4.3, Furin inh -15.0, KCC2 mod -0.329, PPC-1+TRAIL kill 0.8, TRPML3 agonist -0.5, EBV gp42 block -0.6 and TRPN1 ag 0.2.
Cc1ccc(/C=N/N2CCN(Cc3ccc(Cl)cc3)CC2)o1 was read as Tb hexokinase -9.4, thrombin 1536 2.3, Calpain2 inh -19.2, Furin inh -11.0[20 µM], KCC2 mod -0.00184, PPC-1+TRAIL kill 2.3, TRPML3 agonist 1.6, EBV gp42 block -23.6 and TRPN1 ag -1.1.
Screening O=C(O)[C@@H]1CCCC[C@@H]1C(=O)N1CCc2ccccc2C1CN1C(=O)c2ccccc2C1=O (some centres undefined) returned Tb hexokinase -8.3, thrombin 1536 -3.2, Calpain2 inh -31.8, Furin inh -18.1, PPC-1+TRAIL kill 15.6, TRPML3 agonist 0.3, EBV gp42 block -13.2 and TRPN1 ag 0.3.
COc1ccccc1-c1c(C)c(C)nc(N)c1C#N was read as Tb hexokinase -3.9, thrombin 1536 0.6, Calpain2 inh -58.9, Furin inh -13.9, KCC2 mod -0.0915, PPC-1+TRAIL kill -0.6, TRPML3 agonist 0.4, EBV gp42 block -9.6 and TRPN1 ag -1.1.
For COc1ccc(-c2cc(C(F)(F)F)n3nc(C(=O)NCCCN4CCOCC4)cc3n2)cc1 the results were Tb hexokinase -23.1, thrombin 1536 -7.0, Calpain2 inh inactive, Furin inh -26.7, KCC2 mod 0.569, PPC-1+TRAIL kill 0.6, TRPML3 agonist 0.1, EBV gp42 block 3.8 and TRPN1 ag -0.3.
For CCOC(=O)CSc1nnc(CNC(=O)c2cccs2)n1-c1ccccc1 the results were Tb hexokinase 4.7, thrombin 1536 -6.2, Calpain2 inh 7.6, Furin inh -24.2, PPC-1+TRAIL kill 5.3, TRPML3 agonist -0.2, EBV gp42 block -0.6 and TRPN1 ag 1.6.
For CC(=O)Nc1csc2ccccc12 the results were Tb hexokinase 6.6, thrombin 1536 -3.5, Calpain2 inh 5.7, Furin inh -15.5, KCC2 mod 0.533, PPC-1+TRAIL kill 24.0, TRPML3 agonist 0.8, EBV gp42 block -8.0 and TRPN1 ag -1.3.
Screening CN1CCN(CC2(O)CCN(S(=O)(=O)c3ccc(Cl)cc3)CC2)CC1 returned Tb hexokinase 7.9, thrombin 1536 -2.1, Calpain2 inh 16.1, Furin inh -17.2, KCC2 mod 1.63, PPC-1+TRAIL kill -1.9, TRPML3 agonist 0.8, EBV gp42 block -0.5 and TRPN1 ag 0.5.
`Cc1ccc(CNC(=O)c2ccc(N(C)C)cc2)cc1` gave Tb hexokinase -1.2, thrombin 1536 -19.2, Calpain2 inh -6.2, Furin inh -12.2, KCC2 mod -0.695, PPC-1+TRAIL kill 23.5, TRPML3 agonist 0.1, EBV gp42 block 9.6 and TRPN1 ag -1.6.
Screening CCOC(=O)C1(C)C=C(Nc2ccc(OC)cc2)C(=O)N1c1ccc(OC)cc1 (centres undefined) returned Tb hexokinase 5.5, thrombin 1536 -1.6, Calpain2 inh -86.5, Furin inh -30.4, KCC2 mod 0.723, PPC-1+TRAIL kill 2.7, TRPML3 agonist 1.3, EBV gp42 block -11.5 and TRPN1 ag -1.1.
For COc1cc(/C=N/Nc2ncc(C(F)(F)F)cc2Cl)cc(OC)c1O the results were Tb hexokinase -34.3, thrombin 1536 -0.3, Calpain2 inh 4.8, Furin inh -3.9, KCC2 mod 0.0185, PPC-1+TRAIL kill 19.0, TRPML3 agonist -0.1, EBV gp42 block -2.7 and TRPN1 ag -1.0.
Screening O=C(NCN1C(=O)C2C3C=CC(C3)C2C1=O)Nc1ccccc1O (centres undefined) returned Tb hexokinase 8.3, thrombin 1536 3.6, Calpain2 inh 22.4, Furin inh -25.4, KCC2 mod 0.518, PPC-1+TRAIL kill 1.9, TRPML3 agonist 0.7, EBV gp42 block -5.5 and TRPN1 ag -0.3.
For COc1ccc(-n2c(NC(=O)c3ccc(Br)o3)c(C#N)c3nc4ccccc4nc32)cc1 the results were Tb hexokinase -8.7, thrombin 1536 -11.2, Calpain2 inh -220.6, Furin inh -3.6[20 µM], KCC2 mod -2.8, PPC-1+TRAIL kill 3.7, TRPML3 agonist 0.3, EBV gp42 block 9.0 and TRPN1 ag -0.4.
For CCN1CCN(c2nc(-c3cccnc3)nc3ccccc23)CC1 the results were Tb hexokinase -18.0, thrombin 1536 1.3, Calpain2 inh 18.8, Furin inh -4.1[20 µM], KCC2 mod -0.028, PPC-1+TRAIL kill 1.8, TRPML3 agonist 0.3, EBV gp42 block -9.3 and TRPN1 ag 1.0.
Nn1c(SCC(=O)NC2CCCc3ccccc32)nnc1-c1cccs1 (centres undefined) was read as Tb hexokinase 1.0, thrombin 1536 -3.5, Calpain2 inh 15.6, Furin inh -22.5, KCC2 mod -2.06, PPC-1+TRAIL kill 10.6, TRPML3 agonist 0.3, EBV gp42 block -13.1 and TRPN1 ag -0.1.
Screening O=C(CSc1nnc(C2CC2)n1-c1ccccc1)NCCc1ccccc1 returned Tb hexokinase -0.3, thrombin 1536 1.9, Calpain2 inh 17.8, Furin inh -19.9[20 µM], KCC2 mod 0.325, PPC-1+TRAIL kill 37.4, TRPML3 agonist -0.2, EBV gp42 block -2.0 and TRPN1 ag 0.9.
`COc1cccc(CNc2cccc(C(F)(F)F)c2)c1O` gave Tb hexokinase 2.9, thrombin 1536 -0.6, Calpain2 inh 21.0, Furin inh -11.5, KCC2 mod 1.21, PPC-1+TRAIL kill 1.0, TRPML3 agonist 1.0, EBV gp42 block 0.5 and TRPN1 ag 2.4.
O=C(CC1Oc2ccccc2NC1=O)NCCc1ccccc1 (centres undefined) was read as Tb hexokinase -2.6, thrombin 1536 -2.5, Calpain2 inh -29.4, Furin inh -27.3, KCC2 mod -0.199, PPC-1+TRAIL kill 24.6, TRPML3 agonist 0.1, EBV gp42 block -8.2 and TRPN1 ag 0.0.
Screening CC(C)=NOc1cc(NC(=O)CCl)cc([N+](=O)[O-])c1 returned Tb hexokinase -2.4, thrombin 1536 -4.0, Calpain2 inh 11.3, Furin inh -21.5, KCC2 mod -0.774, PPC-1+TRAIL kill -7.8, TRPML3 agonist 0.2, EBV gp42 block -4.8 and TRPN1 ag -0.4.
`Cc1nc(SC(C(N)=O)c2ccccc2)c(C#N)c(C)c1C` (centres undefined) gave Tb hexokinase -5.0, thrombin 1536 -4.6, Calpain2 inh -2.1, Furin inh -4.0, KCC2 mod 0.304, PPC-1+TRAIL kill -8.1, TRPML3 agonist 0.6, EBV gp42 block -11.5 and TRPN1 ag 1.1.
`COc1ccc(Nc2nc3[nH]c(=O)cc(O)c3s2)cc1` gave Tb hexokinase -14.4, thrombin 1536 -22.2, Calpain2 inh -40.5, Furin inh -13.7, KCC2 mod 0.0847, PPC-1+TRAIL kill 16.1, TRPML3 agonist 1.1, EBV gp42 block 6.8 and TRPN1 ag 0.4.
`C=CCn1c(SCC(=O)Nc2ccccc2-c2ccccc2)nc2cc(C(=O)O)ccc2c1=O` gave Tb hexokinase -7.3, thrombin 1536 -2.6, Calpain2 inh -17.7, Furin inh -16.1, KCC2 mod -1.65, PPC-1+TRAIL kill 11.4, TRPML3 agonist -0.6, EBV gp42 block -0.7 and TRPN1 ag -0.8.
O=C(NN=C1CCN(Cc2ccccc2)CC1)c1cc2ccccc2cc1O was read as Tb hexokinase -7.4, thrombin 1536 -10.2, Calpain2 inh -51.8, Furin inh -0.7, KCC2 mod -1.12, PPC-1+TRAIL kill -6.1, TRPML3 agonist 0.7, EBV gp42 block 0.6 and TRPN1 ag -0.5.
`CCOC(=O)C1=NN(C(=O)Nc2ccc(OC)cc2)C2C(=O)N(c3cccc(C(F)(F)F)c3)C(=O)C12` (centres undefined) gave Tb hexokinase -9.2, thrombin 1536 -2.1, Calpain2 inh 11.6, Furin inh -14.2[20 µM], PPC-1+TRAIL kill -3.7, TRPML3 agonist 0.7, EBV gp42 block -9.2 and TRPN1 ag 0.9.

Source: PubChem (several laboratories)
